ERp5 inh: ERp5 (human) disulfide isomerase inhibition. Q15084. ERp5 insulin aggregation, absorbance 650 nm, 90 min. inhibition, % at 9.99 µM. 350,000 compounds, 0.05% hits. AID 651711;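 active = mean replicate inhibition above about 25%, with every replicate also reaching it, limit read from the data, passing the limit was not always enough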
ARNT-TACC3 inh: ARNT/TACC3 interaction disruption; AID 623870; inhibition, % at 9.99 µM; AlphaScreen His-ARNT PAS-B/GST-TACC3 binding, luminescence; TACC3 fragment carries E629A point mutation; Q9Y6A5; 390,000 compounds, 0.66% hits;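 active = mean inhibition of replicates at least 50% and at least half of replicates each reaching 50%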;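 note: 0% = complete ARNT plus TACC3 wells and 100% = ARNT alone without TACC3; many hits fall short of the cut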
PglD DTNB: inhibitors of Campylobacter jejuni PglD acetyltransferase | purified PglD enzyme, DTNB colorimetric CoA detection | inhibition, % at 12.5 µM | 360,000 compounds, 0.098% hits | AID 602405; in the data active = inhibition above about 16%, passing the limit was not always enough; note: strong numbers were not always called active
esBAF inh: blocks esBAF chromatin remodeling in mouse ES cells. Bmi1-luciferase knock-in reporter, 24 h; 100% = twice the neutral-well signal. 350,000 compounds, 2% hits. AID 602393. reporter increase, % at 12.5 µM; in the data active = activation above about 40%;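 note: 0% = median of the plate's neutral control wells and 100% = double that signal; a rise in the Bmi1 reporter signal indicates esBAF inhibition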
Casp6 inh: inhibitors of human caspase-6; P55212; purified caspase-6, Z-VEID-R110 cleavage fluorescence; inhibition, % at 12.5 µM; 350,000 compounds, 0.53% hits; AID 686996;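 active = mean inhibition across replicates at least about 35%, with every replicate also reaching that limit, limit read from the data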;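 note: 0% = median of neutral control wells and 100% = no fluorescence left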
RAD54 branch: RAD54 (human) branch migration inhibition. RAD54 Holliday junction branch migration, FAM/BHQ fluorescence. 360,000 compounds, 0.14% hits. Q92698. AID 602329. inhibition, % at 10.4 µM;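 active = mean normalized replicate activity at least 40 and at least half of replicates scoring 40 or more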;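 note: 0% = median of neutral control wells and 100% = median of positive control wells; inhibitors cause a drop in the FAM fluorescence signal; in these data hits start at about 50%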
RAD52 inh: RAD52 (human) annealing inhibition; recombinant RAD52 DNA annealing, FRET fluorescence; inhibition, % at 18.7 µM; 360,000 compounds, 0.46% hits; AID 651710;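 active = every replicate showing at least 50% inhibition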
E-sel inducer: induces E-selectin expression in human endothelial cells; 260,000 compounds, 0.37% hits; P16581; HUVEC E-selectin immunofluorescence imaging; normalized: neutral wells 0, TNF-alpha wells 100; activation, % at 7.58 µM;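 active = mean E-selectin-positive cell signal at least 10% of the positive control, reached in at least 60% of replicates, without over 20% cell loss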;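 note: in these data hits start at about 27%; measured in HUVEC primary endothelial cells; signal is the percent of cells scored E-selectin positive by PE staining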
Target sequence (P16581 whole entry, looked up): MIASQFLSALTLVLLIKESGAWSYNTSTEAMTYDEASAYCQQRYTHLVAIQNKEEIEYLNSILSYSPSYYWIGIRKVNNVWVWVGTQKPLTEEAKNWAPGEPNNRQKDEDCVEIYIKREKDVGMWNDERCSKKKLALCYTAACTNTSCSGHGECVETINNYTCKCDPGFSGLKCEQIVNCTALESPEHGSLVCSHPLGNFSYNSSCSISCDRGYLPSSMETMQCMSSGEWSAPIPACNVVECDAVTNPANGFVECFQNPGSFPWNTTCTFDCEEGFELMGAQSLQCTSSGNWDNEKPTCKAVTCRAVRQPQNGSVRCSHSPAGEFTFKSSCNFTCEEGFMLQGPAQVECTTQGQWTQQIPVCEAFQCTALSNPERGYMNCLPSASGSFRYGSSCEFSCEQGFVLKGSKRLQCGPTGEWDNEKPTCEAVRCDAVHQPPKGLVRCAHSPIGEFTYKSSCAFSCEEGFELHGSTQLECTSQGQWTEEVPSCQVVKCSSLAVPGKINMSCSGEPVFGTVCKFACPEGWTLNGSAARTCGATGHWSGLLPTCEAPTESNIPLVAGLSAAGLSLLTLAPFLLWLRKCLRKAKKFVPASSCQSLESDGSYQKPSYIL
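Assay system: HUVEC, human umbilical vein endothelial cells / Amount: 3,000 HUVEC/well / Controls: TNF-alpha positive control, DMSO neutral control / Compound dosing: single concentration / Medium: EGM-2 over gelatin coat / Evaluation: percent E-selectin-positive cells / Signal: immunofluorescence imaging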
Starred values were filed as active, the others as inactive; nt = not tested or not shown. Not a hit list. Share with any hit: about 3.2%.

no. | compound | ERp5 inh | ARNT-TACC3 inh | PglD DTNB | esBAF inh
1 | Cn1cnc(S(=O)(=O)N[C@@H]2CC[C@H](CC(=O)Nc3ccc(-c4ccccc4)cc3)O[C@H]2CO)c1 | -2.4 | -9.1 | -0.1 | -5.3
2 | CC1C=NC(S(=O)(=O)N2CC[C@@H]3[C@@H](CO)N(C)c4ccc(-c5ccccc5F)cc4[C@@H]32)=N1 (some centres undefined) | 5.0 | 4.3 | 1.4 | -5.2
3 | COc1cccc(C(=O)NNC2=C(C(=O)C(F)(F)F)CCC2)c1 | nt | 0.0 | -7.2 | nt
4 | COc1ccccc1NC(=O)N1CCCCN2[C@H](CO)[C@@H](c3ccc(C#Cc4ccccc4)cc3)[C@@H]2C1 | -4.5 | -6.7 | -2.4 | nt
5 | CC(C)c1nc2sc3c(c2c(=O)o1)CCCC3 | nt | 0.2 | 0.3 | -6.2
6 | Cc1ccc(S(=O)(=O)N[C@@H]2CCCN(Cc3ccc(OCCO)cc3)C2)cc1 | -3.1 | 5.2 | 0.4 | nt
7 | CCOC(=O)C(NC(C)=O)(Nc1ccc(S(=O)(=O)Nc2ncccn2)cc1)C(F)(F)F (centres undefined) | 3.7 | -1.8 | nt | nt
8 | O=C(c1ccc([N+](=O)[O-])o1)N1CCc2ccccc2C1 | 0.8 | -1.2 | nt | 6.0
9 | COc1ccc(NC(=O)C2Cc3c(-c4ccc5c(c4)OCO5)ccnc3O2)cc1OC (centres undefined) | -5.2 | nt | 6.7 | -15.3
10 | O=C(CCS(=O)(=O)c1ccc(Cl)cc1)N1CCN(c2ccc(F)cc2)CC1 | -0.1 | 19.3 | -9.4 | 6.6
11 | O=C(NNC(=O)C1CC=CCC1C(=O)O)c1cccs1 (centres undefined) | 3.7 | 0.7 | nt | nt
12 | CC(=O)N1CCN(C23CC4CC(CC(C4)C2)C3)CC1 | -1.9 | -10.0 | -10.1 | 3.6
13 | N/C(Cc1ccc([N+](=O)[O-])cc1)=N\OC(=O)c1cccc(Br)c1 | 4.6 | 6.7 | nt | nt
14 | COc1cccc(NC(=O)c2ccccc2F)c1 | 3.7 | -8.1 | 2.0 | 38.1
15 | NC(=O)c1ccccc1OCCOCCOCCOc1ccccc1C(N)=O | -3.6 | -6.6 | 0.2 | 3.3
16 | CNc1nc(Cl)nc(Nc2ccccc2)n1 | 0.3 | -5.1 | nt | nt
17 | Cc1ccc(C)c(-n2c(CNC(=O)c3ccco3)nnc2SCC(=O)Nc2nccs2)c1 | nt | -14.8 | -2.7 | -6.3

no. | Casp6 inh | RAD54 branch | RAD52 inh | E-sel inducer
1 | 0.9 | 5.6 | -0.1 | -0.2
2 | 1.5 | 7.9 | -8.9 | 0.2
3 | 2.1 | -0.7 | -18.5 | nt
4 | -1.0 | 2.0 | -12.2 | 0.1
5 | nt | 0.9 | nt | nt
6 | -0.7 | -11.4 | 26.0 | nt
7 | -0.5 | nt | -9.4 | nt
8 | 7.9 | nt | -6.6 | nt
9 | 0.2 | 5.7 | -19.5 | -0.2
10 | 4.6 | -5.0 | -24.4 | 0.1
11 | -3.9 | nt | -18.3 | nt
12 | -2.6 | 2.6 | -6.1 | nt
13 | 1.7 | nt | -5.6 | nt
14 | 0.3 | 8.0 | -10.5 | 0.7
15 | -2.4 | -5.4 | -6.8 | nt
16 | -1.1 | nt | -8.4 | nt
17 | nt | 7.9 | nt | nt

Part of the list above in another layout:
Sequence of screens: ERp5 inh, ARNT-TACC3 inh, PglD DTNB, esBAF inh, Casp6 inh, RAD54 branch, RAD52 inh, E-sel inducer
[10] O=C(CCS(=O)(=O)c1ccc(Cl)cc1)N1CCN(c2ccc(F)cc2)CC1
    -0.1, 19.3, -9.4, 6.6, 4.6, -5.0, -24.4, 0.1
[1] Cn1cnc(S(=O)(=O)N[C@@H]2CC[C@H](CC(=O)Nc3ccc(-c4ccccc4)cc3)O[C@H]2CO)c1
    -2.4, -9.1, -0.1, -5.3, 0.9, 5.6, -0.1, -0.2

Exported bar-delimited: 7 of the compounds above
nr | SMILES | ERp5 inh | ARNT-TACC3 inh | PglD DTNB | esBAF inh | Casp6 inh | RAD54 branch | RAD52 inh | E-sel inducer
1 | Cn1cnc(S(=O)(=O)N[C@@H]2CC[C@H](CC(=O)Nc3ccc(-c4ccccc4)cc3)O[C@H]2CO)c1 | -2.4 | -9.1 | -0.1 | -5.3 | 0.9 | 5.6 | -0.1 | -0.2
4 | COc1ccccc1NC(=O)N1CCCCN2[C@H](CO)[C@@H](c3ccc(C#Cc4ccccc4)cc3)[C@@H]2C1 | -4.5 | -6.7 | -2.4 | nt | -1.0 | 2.0 | -12.2 | 0.1
16 | CNc1nc(Cl)nc(Nc2ccccc2)n1 | 0.3 | -5.1 | nt | nt | -1.1 | nt | -8.4 | nt
17 | Cc1ccc(C)c(-n2c(CNC(=O)c3ccco3)nnc2SCC(=O)Nc2nccs2)c1 | nt | -14.8 | -2.7 | -6.3 | nt | 7.9 | nt | nt
15 | NC(=O)c1ccccc1OCCOCCOCCOc1ccccc1C(N)=O | -3.6 | -6.6 | 0.2 | 3.3 | -2.4 | -5.4 | -6.8 | nt
13 | N/C(Cc1ccc([N+](=O)[O-])cc1)=N\OC(=O)c1cccc(Br)c1 | 4.6 | 6.7 | nt | nt | 1.7 | nt | -5.6 | nt
8 | O=C(c1ccc([N+](=O)[O-])o1)N1CCc2ccccc2C1 | 0.8 | -1.2 | nt | 6.0 | 7.9 | nt | -6.6 | nt

Bioassay records from PubChem.
